Source: PubChem
UTI89 phage lysis: inhibition of K1F phage lysis, E. coli UTI89, bacterial capsule biogenesis inhibitors, alamar blue (AID 488966); E. coli UTI89 K1F phage lysis, alamar blue, 2 h; higher % means a stronger effect; inhibition, % at 100 µM; hits with a dose series show IC50 in µM; hit rate 0.02% among 340,000;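 active = phage lysis inhibition, versus mean bacterial control, above a set limit; inconclusive = no clear call, values can overlap the other calls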;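 also: capsule biogenesis inhibitors block K1F phage lysis so surviving cells raise fluorescence; higher fluorescence means more inhibition of phage lysis; actives were called in the ten point dose series up to 300 µM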
bCat nuc transl: modulators of beta-catenin nuclear translocation, primary screen, imaging, HeLa cells, immunofluorescence, high-content. nuclear translocation activity, % at 5 µM. hit rate 0.3% among 190,000. AID 1665, 2009;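 active = nuclear translocation activity above 50% at 5 µM, with a well cell count of 50 or more; inconclusive = wells under 50 cells across six images, flagged as toxic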;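 also: per-cell ratio of nuclear to cytoplasmic median beta-catenin stain intensity; plate controls were DMSO negative control for no effect and GSK-3 inhibitor IX positive control for full effect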
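assay system = human HeLa cells, endogenous beta-catenin | times = compound treatment 24 h, 37°C, 5% CO2 | detection = Anti-beta-catenin immunofluorescence on PFA-fixed, Triton-permeabilized cells, DAPI nuclei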
Autophagy mod: autophagy modulators in MEF cells, primary screen, imaging, high-content, MEF GFP-LC3; MEF GFP-LC3 puncta imaging; test concentration mostly 10 µM; calls only at 10 µM (by protocol); hit rate 0.98% among 190,000; AID 463193, 2010;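 active = percentage of spot-positive cells more than 3 SD above its plate mean, without a fluorescence outlier flag or 80% toxicity; inconclusive = no clear call, values can overlap the other calls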;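 also: spot-positive cell cutoff set from DMSO-treated cells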
P. falciparum M1AAP: P. falciparum M1AAP inhibitors, biochemical, fluorogenic H-Leu-NHMec substrate, 1536-well (AID 1445). Aminopeptidase N (Plasmodium falciparum (isolate 3D7)). one-dose inhibition, % at 30 µM; IC50 in µM for titrated hits. hit rate 0.42% among 220,000. recombinant M1AAP, H-Leu-NHMec fluorogenic kinetic assay; higher % means a stronger effect;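 active = primary inhibition above the hit cutoff, then over 50% inhibition at one or more dose response concentrations, cut at about 23% in these data, passing the limit was not always enough; inconclusive = conflicting primary data, or primary hits not chosen for dose response; inactive = low primary inhibition, or under 50% at every dose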;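 also: plate controls were DMSO full reaction for no effect and no enzyme background for full effect; strong numbers were not always called active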
Dynein cargo inh: inhibitors of GR-EGFP nuclear translocation, primary screen, dynein cargo transport inhibitor project, imaging, high-content, 3617.4 mouse cells | hit rate 0.47% among 220,000 | AID 1381, 2008 | z-score, hits read low | test concentration mostly 20 µM; stimulated with dexamethasone, 1 µM; stronger effect = lower value;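 active = plate z-score of nuclear minus cytoplasmic receptor signal below a set negative limit, without overly bright fluorescence or cell loss, cut at about -3.5 in these data, passing the limit was not always enough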;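 also: z-score of nuclear minus cytoplasmic ring GR-EGFP intensity difference per well; some compounds called inactive have numbers as strong as hits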
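Also added – dexamethasone, 1.0 µM final · Buffer or medium – tet-free, stripped-serum medium · Schedule – induction 48 h, compound 1 h, agonist 30 min · Detection – formaldehyde fixation, Hoechst nuclear stain, 10x automated fluorescence imaging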
M17LAP inhibition: P. falciparum M17LAP inhibitors, primary screen, biochemical, fluorogenic H-Leu-NHMec substrate, 1536-well (AID 1619) | Leucine aminopeptidase (Plasmodium falciparum (isolate 3D7)) | recombinant M17LAP, H-Leu-NHMec fluorogenic kinetic assay; higher % means a stronger effect | inhibition, % at 30 µM, or IC50 in µM where a hit was titrated | hit rate 0.38% among 220,000;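 active = compound inhibiting the enzyme by more than half at any dose during confirmatory dose-response retesting; inconclusive = strong single-dose inhibitors picked by rank but not retested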;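 also: plate controls were full reaction with DMSO carrier for no effect and no enzyme background for full effect; strong numbers were not always called active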
Insulin prom up: insulin promoter activators in MIN6 cells, imaging, high-content screening, mouse beta cells | MIN6 insulin promoter-GFP reporter; stronger effect = higher value | z-score at 5 µM | hit rate 0.3% among 190,000 | AID 1625, 2009;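 active = z-score above 3 at 5 µM with at least 500 cells counted in the well; inconclusive = wells under 500 cells, flagged as cytotoxic or low count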
MT stabilize HCS: microtubule stabilizers in HeLa cells, primary screen, imaging, high-content imaging. % tubulin-high responders, % at 10 µM. HeLa tubulin immunostaining HCS, 24 h; share of cells brighter than vehicle mean+2SD. hit rate 0.83% among 200,000;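 active = plate Z-score above 3 for both tubulin-high and condensed-nucleus cell shares, with cell loss under 80%, at 10 µM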;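 also: anti alpha tubulin signal scored within the nucleus-defined area of each cell; some results filed as inactive read as strong as hits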
ER stress rescue: rescue of cells from ER stress-induced death, primary screen, 384-well, CSM14.1, thapsigargin, ATP luminescence (AID 1222) | one-dose cellular ATP content (survival), % at 20 µM; EC50 in µM for titrated hits | 190,000 tested, under 10 active | CSM14.1 thapsigargin-induced death rescue, ATP luminescence; higher % means a stronger effect;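 active = EC50 below 50 µM in the dose-response confirmation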;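 also: death triggered by thapsigargin at about 15 µM added after 2 h compound pretreatment; cell ATP read after overnight thapsigargin exposure of roughly 18 to 22 hours; normalized against plate controls of thapsigargin alone and 5% DMSO vehicle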
Dynein cargo inh cytoplasmic EGFP: recorded beside Dynein cargo inh, whose call it bears; z-score; measured here: cytoplasmic GR-EGFP intensity; stronger effect = higher value
Dynein cargo inh nuclear GR-EGFP: also measured in Dynein cargo inh; calls as there; z-score; measured here: nuclear GR-EGFP intensity;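 lower value marks the stronger effect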
Dynein cargo inh cell count: also measured in Dynein cargo inh; calls as there; z-score; measured here: cell count per field
Insulin prom up cell count: also measured in Insulin prom up; calls as there; cell count; measured here: cytotoxicity, nuclei count;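 total cells summed across four imaged fields per well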
bCat nuc transl cell count 5 µM: also measured in bCat nuc transl; calls as there; cell count; measured here: cell count, cytotoxicity flag
MT stabilize HCS Hoechst-high %: recorded beside MT stabilize HCS, whose call it bears; % Hoechst-high responders; measured here: nuclear condensation Hoechst responders;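 share of cells brighter than vehicle mean plus two SD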
MT stabilize HCS cytotoxicity %: also measured in MT stabilize HCS; calls as there; toxicity, %; measured here: cytotoxicity by cell density;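 0% = mean cell density of plate MIN control wells and 100% = no cells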
Autophagy mod cell loss 18 h: recorded beside Autophagy mod, whose call it bears; toxicity, %; measured here: cell loss, nuclei count;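 cell loss after 18 h compound exposure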
The depositor's hits bear a star; i = inactive; ? = inconclusive; nt = no result given; + = active, no number; [ ] = remark or other dose.

SMILES | UTI89 phage lysis | bCat nuc transl | bCat nuc transl cell count 5 µM | Autophagy mod | Autophagy mod cell loss 18 h | P. falciparum M1AAP | Dynein cargo inh | Dynein cargo inh cytoplasmic EGFP | Dynein cargo inh nuclear GR-EGFP | Dynein cargo inh cell count | M17LAP inhibition | Insulin prom up | Insulin prom up cell count | MT stabilize HCS | MT stabilize HCS Hoechst-high % | MT stabilize HCS cytotoxicity % | ER stress rescue
COc1ccc(NC(=O)Nc2ccc3nccnc3c2)cc1 | 3.2% | -0.7 | 1177 | i | 16 | 11% | -0.37 | -0.094 | 0.14 | -0.024 | 38% | -0.25 | 1181 | 3.1 | 2.7 | 5.1 | -2.1%
COc1ccc(CC(NC(C)=O)C(=O)NC2CCN(C(=O)Nc3ccccc3Cl)CC2)cc1OC (stereo unspecified) | -0.1% | -2.5 | 1140 | i | -2 | 6% | -0.082 | -0.22 | 0.086 | 0.95 | 11% | -1.2 | 937 | 3.4 | 1.5 | 7.7 | -3.0%
CC(C)CCNC(=O)CO/N=C/c1ccccc1OC(F)F | 5.7% | 0.6 | 1067 | i | -13 | 8% | -1 | -0.24 | -0.53 | 0.28 | 0% | 0.18 | 1629 | 4.7 | 1.4 | 14 | -0.3%
COc1ccc(/C=N/OCC(=O)N=Nc2c(O)[nH]c3ccc(Br)cc23)cc1OC | 0.1% | -6.9 | 570 | i | 4 | 9% | 0.051 | -0.27 | -0.4 | 0.016 | -18% | -0.2 | 1482 | 4.6 | 6.2 | 2.3 | 2.0%
CC(=O)c1c(C)[nH]c(C(=O)OCC(=O)N2CC(=O)Nc3ccccc32)c1C | 1.5%[50 µM] | -1.8 | 523 | i | 3 | -4% | 0.63 | -0.24 | 0.098 | -1 | 16% | -0.35 | 1166 | 1.4 | 2.1 | 4.9 | -0.5%
COC(=O)c1cc2ccccc2c(-c2c(O)ccc3ccccc23)c1O | -0.2% | 2.3 | 900 | i | -11 | 8% | -0.19 | -0.27 | -0.32 | 0.13 | 2% | -0.28 | 1183 | 8.7 | 4.2 | 5.6 | -1.0%
CN(C)CCCOc1ccc(Cl)cc1Br | 4.3% | -0.3 | 1379 | i | 0 | -6% | -0.66 | -0.14 | -0.31 | 0.79 | 13% | -0.33 | 1623 | 0.7 | 1.3 | 7.4 | -6.1%
CCc1c(C)nc2ncnn2c1N1CCCC(C(=O)NCc2ccco2)C1 (stereo unspecified) | 1.7% | 3.0 | 1038 | i | -6 | 4% | -0.75 | -0.33 | -0.1 | 3.1 | 10% | 1.1 | 778 | 1.6 | 1.0 | 7.9 | -3.5%
O=C(CCOc1ccccc1)N1CCN(c2ccc(O)cc2)CC1 | 1.3% | -1.1 | 1345 | nt | nt | 5% | 2.5 | -0.15 | 1.1 | -2.6 | 3% | 0.13 | 911 | nt | nt | nt | nt
COc1cc2oc(-c3ccc(O)cc3)cc(=O)c2c(O)c1OC | 5.4% | -0.8 | 1147 | nt | nt | 16% | -0.86 | -0.7 | -0.18 | 0.075 | 10% | -1 | 976 | nt | nt | nt | nt
CCN1/C(=C2\C(=O)N(C)C(=S)N2C)C=Cc2ccccc21 | 0.4% | 0.9 | 1058 | i | 8 | 11% | 0.39 | -0.19 | 0.36 | -0.55 | -4% | 0.12 | 1543 | 6.5 | 2.5 | 0.4 | -2.4%
CC(C)(C)NC(=O)NC(=O)CSc1cccc(C(F)(F)F)c1 | 0.4% | -0.9 | 1102 | i | 21 | 8% | -0.66 | -0.15 | -0.46 | 0.21 | 1% | -0.53 | 1484 | 3.7 | 2.1 | 9.7 | -0.7%
C[N+](C)(C)C(Cc1ccccc1)C(=O)[O-] (stereo unspecified) | 4.8% | 0.9 | 1094 | nt | nt | 0% | -0.91 | -0.87 | -0.24 | 1.1 | -4% | -0.1 | 583 | nt | nt | nt | nt
O=C(c1ccco1)N1CCN(S(=O)(=O)c2ccc([N+](=O)[O-])cc2)CC1 | -1.5% | -1.2 | 1069 | i | -4 | 8% | 2.6 | -0.053 | 1.4 | -1.7 | 5% | -0.08 | 1461 | 1.6 | 2.2 | 13 | -1.0%
CCCn1nnc(NC(=O)/C=C/c2cc(Br)ccc2OC)n1 | 0.1% | -2.0 | 1064 | i | 9 | 5% | 0.2 | -0.35 | 0.6 | 0.11 | 3% | -0.73 | 1292 | 5.7 | 1.3 | 6.0 | 0.6%
Cc1ccc(-c2nc(N)sc2-c2ccc(C)cc2)cc1 | 0.1% | 0.2 | 1020 | i | -4 | 0% | 0.84 | 0.14 | 0.24 | -0.51 | -5% | -0.01 | 1353 | 7.2 | 1.7 | 3.9 | 0.1%
COC(=O)C1=C(C)N(Cc2ccccc2)C(=O)N[C@H]1c1cccs1 | 1.6% | 2.2 | 1132 | nt | nt | -2% | -0.052 | -0.8 | 0.13 | 0.47 | 4% | -0.93 | 1050 | nt | nt | nt | nt
C#Cc1ccc(C(=O)Nc2cc(C(N)=O)ccc2N2CCOCC2)cc1 | 1.7% | -2.5 | 1032 | i | 0 | 7% | -0.39 | -0.28 | -0.061 | 0.19 | 8% | 0.26 | 1175 | 7.1 | 2.6 | 6.7 | 0.3%
Cc1nc(SCc2ccccc2)c2oc3ccccc3c2n1 | -0.4% | 0.3 | 1319 | nt | nt | 7% | 0.4 | -0.15 | 0.16 | 0.057 | -4% | 0.07 | 1046 | nt | nt | nt | nt
COc1ccccc1OCC#CCn1ccnc1 | -0.1% | -4.0 | 1085 | i | 11 | -1% | 2.1 | -0.28 | 1.9 | -1.8 | 4% | -1.2 | 1683 | 2.2 | 2.7 | 17 | 1.8%
FC(F)(F)c1ccc2c(c1)N1CCCC1CN2 (stereo unspecified) | 3.4% | 1.2 | 995 | + | -9.6* | -2% | 1.4 | 1 | 1.1 | -1.6 | 0% | 0.91 | 1559 | 6.7 | 3.0 | 8.0 | 0.0%
COC(=O)c1cnn(-c2ccccc2)c1-n1cccc1C=O | 0.9% | -1.7 | 1132 | i | 1 | 8% | -0.25 | -0.31 | 0.17 | 1.2 | 5% | 1.4 | 1134 | nt | nt | nt | -4.9%
c1ccc2c(c1)CSc1sccc1C2=C1CCNCC1 | 4.1%[50 µM] | -0.6 | 410 | i | 0 | 0% | 0.11 | -0.11 | -0.29 | 0.55 | -19% | ? | nt | 2.4 | 2.9 | 4.8 | 4.0%
Cc1ccc(N2C(=O)C3Sc4[nH]c(=O)sc4C(c4ccccc4)C3C2=O)cc1 (stereo unspecified) | 0.3% | 0.2 | 1388 | i | -5 | 6% | -0.85 | -0.24 | -0.7 | 0.78 | 4% | 0.17 | 1604 | 4.0 | 1.7 | 2.8 | 0.4%
CC(C)NC(=O)NC(=O)COC(=O)c1cccc(S(=O)(=O)N2CCCCC2)c1 | 2.7%[50 µM] | 0.4 | 532 | i | 4 | 3% | -0.14 | -0.31 | -0.46 | 0.6 | 7% | 4.6* | 1218* | 5.5 | 2.0 | 4.7 | -2.9%
COc1ccc(C(=O)Nc2nc3ccccc3[nH]2)cc1S(=O)(=O)N1CCOCC1 | -0.2% | -0.4 | 1089 | i | -10 | 5% | 0.87 | 0.19 | 1.6 | -2 | 1% | -0.38 | 1201 | 3.3 | 2.8 | 19 | -1.4%
O=C(NC1CCCCC1)C(c1cccnc1)N(C(=O)CCl)c1ccccc1Cl (stereo unspecified) | 6.6% | 0.0 | 1082 | i | 16 | 2% | -0.4 | -0.15 | -0.13 | 0.18 | -6% | nt | nt | 5.3 | 1.9 | 3.0 | 0.1%
O=C(N/N=C/C=C/c1ccccc1[N+](=O)[O-])c1cc(-c2ccccc2)n[nH]1 | -5.7% | 0.7 | 557 | i | 12 | 7% | 0.54 | -0.095 | 0.2 | -0.59 | 1% | 0.39 | 1267 | 2.8 | 2.6 | 2.7 | -1.6%
O=C(COC(=O)CNC(=O)c1ccccc1)NCCc1ccccc1 | 0.1% | -2.7 | 1085 | i | 1 | 1% | -0.71 | 1 | -0.06 | 0.32 | 0% | 0.75 | 1279 | 3.3 | 1.5 | 6.9 | nt
CC(=O)Nc1ccc(Oc2ccc(NC(C)=O)c(NC(C)=O)c2)cc1 | 0.2% | -1.5 | 1035 | i | -8 | 8% | -0.43 | -0.37 | 0.19 | 0.25 | 2% | 0.32 | 1121 | 2.9 | 2.3 | 6.0 | -0.3%
COc1ccc(C(=S)N2CCOCC2)cc1OC(=O)c1cc([N+](=O)[O-])c(C)c([N+](=O)[O-])c1 | -1.2% | -0.4 | 1107 | i | 2 | 2% | -0.43 | -0.15 | -0.036 | -0.12 | 2% | -0.01 | 1870 | 0.8 | 1.9 | 4.8 | -1.0%
